Compound activity as filed in PubChem BioAssay.
NR2F2 inh – NR2F2 transcriptional activity inhibitors, primary screen, cell-based, luciferase reporter, HEK293T, luminescence; HEK293T NGFI-A luciferase reporter; inhibition, % at 8.6 µM; actives 0.7% (n = 370,000);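 active = inhibition above a per-plate cutoff, mean inhibition of test wells between control levels plus 3 SD, cut at about 38% in these data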;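 note: cells cotransfected with COUP-TFII expression vector driving the NGFI-A reporter; 0% = median of COUP-TF2 test wells and 100% = reporter-only cells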
Target sequence (P24468 whole entry, looked up): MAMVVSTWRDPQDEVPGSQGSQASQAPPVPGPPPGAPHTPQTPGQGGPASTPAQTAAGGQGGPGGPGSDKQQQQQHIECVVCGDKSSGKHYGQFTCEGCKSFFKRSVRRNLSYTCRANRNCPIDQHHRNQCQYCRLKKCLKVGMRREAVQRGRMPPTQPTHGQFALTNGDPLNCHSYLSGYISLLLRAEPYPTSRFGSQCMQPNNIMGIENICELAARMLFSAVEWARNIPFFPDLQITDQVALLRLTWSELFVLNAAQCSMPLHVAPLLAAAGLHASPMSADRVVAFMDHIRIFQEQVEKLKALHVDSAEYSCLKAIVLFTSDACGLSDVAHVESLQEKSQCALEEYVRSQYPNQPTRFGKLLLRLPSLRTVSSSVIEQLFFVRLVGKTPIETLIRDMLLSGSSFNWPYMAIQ
Shn3 inh set2 – reduction of Shn3 3'UTR firefly luciferase signal, primary screen, Schnurri-3 inhibitor project, cell-based, Clone20 osteoblasts, set 2 | actives 0.52% (n = 360,000) | inhibition, % at 12.5 µM | Clone20 osteoblast Shn3 3'UTR firefly luciferase, 24 h;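 active = mean inhibition of at least 75% with every replicate also reaching 75%; inconclusive = mean inhibition at least 75% but some replicate below; inactive = mean inhibition below 75%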;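 note: 0% = median of neutral control wells and 100% = pilot-screen positive control compound; some compounds past the cut are filed as inactive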
TROY NFkB inh – inhibitors of TROY-driven NF-kB signaling, primary screen, Q293 LMP1-TROYcd cells, NF-kB luciferase, uHTS; inhibition, % at 10 µM; Q293 LMP1-TROYcd NF-kB luciferase reporter, 4 h; actives 0.98% (n = 360,000); AID 1347056, 2019;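 active = compounds whose plate-normalised and pattern-corrected inhibition of the luciferase reporter signal at the single screening dose is 50% or more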
NCOA3 inh – SRC3 coactivator transcriptional activity inhibitors, primary screen, cell-based, luminescence. AID 588352, 2011. inhibition, % at 3.6 µM. Nuclear receptor coactivator 3 (Homo sapiens), Q9Y6Q9. HEK293 GAL4-SRC3 luciferase reporter. actives 0.17% (n = 360,000);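 active = inhibition above a per-campaign cutoff, the mean of all compounds plus 3 SD, cut at about 60% in these data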;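 note: 0% = DMSO-treated cells and 100% = gossypol-treated cells at 36 µM; higher means less SRC3-driven luciferase light from the GAL4 reporter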
LRH-1 inv ag – LRH-1 (NR5A2) inverse agonists, primary screen, cell-based, luminescence, HEK293T, StAR-luciferase reporter; LRH-1 transfected, 24 h; inhibition, % at 3.6 µM; actives 0.13% (n = 360,000); AID 602396, 2012;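 active = inhibition above the mean inhibition of all tested compounds plus 3 SD, cut at about 73% in these data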;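 note: 0% = DMSO wells and 100% = reporter-only cells lacking LRH-1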
Target sequence (O00482 whole entry, looked up): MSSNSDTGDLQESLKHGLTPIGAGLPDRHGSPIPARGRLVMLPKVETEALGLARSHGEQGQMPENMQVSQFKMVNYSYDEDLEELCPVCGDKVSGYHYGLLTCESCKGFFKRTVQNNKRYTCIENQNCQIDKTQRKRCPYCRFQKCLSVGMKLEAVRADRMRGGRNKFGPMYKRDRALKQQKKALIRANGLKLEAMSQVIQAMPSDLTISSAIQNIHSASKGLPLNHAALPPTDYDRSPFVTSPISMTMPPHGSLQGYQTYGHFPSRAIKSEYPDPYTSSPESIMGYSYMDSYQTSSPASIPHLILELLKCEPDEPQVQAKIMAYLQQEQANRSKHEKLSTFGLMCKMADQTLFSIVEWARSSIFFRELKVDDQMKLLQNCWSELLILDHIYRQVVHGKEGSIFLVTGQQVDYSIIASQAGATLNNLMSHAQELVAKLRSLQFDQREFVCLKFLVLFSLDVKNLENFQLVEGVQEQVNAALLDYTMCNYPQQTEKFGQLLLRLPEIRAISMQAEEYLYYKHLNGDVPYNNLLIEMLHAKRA
CF NFkB inh – inhibitors of PAF-induced NF-kB signaling, primary screen, cell-based, GFP fluorescence, uHTS; KKLEB NF-kB-GFP reporter, GFP fluorescence overnight; inhibition, % at 5 µM; actives 0.86% (n = 360,000);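 active = at least 50% inhibition at 5 µM, scaled per plate between neutral and stimulator controls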;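 note: PAF is a Pseudomonas aeruginosa culture filtrate used as stimulus; plate controls were PAF-stimulated DMSO wells for no effect and unstimulated DMSO wells for full effect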
LMP1 NFkB inh – EBV LMP1-driven NF-kappaB luciferase reporter inhibitors, primary screen, cell-based, luminescence, single point. inhibition, % at 12.5 µM. actives 0.69% (n = 350,000). LMP1-induced NF-kappaB luciferase reporter cells; in the data active = inhibition above about 41%; inconclusive = no clear call, values can overlap the other calls;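 note: 0% = neutral control wells and 100% = reference inhibitor control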
KKLEB tox – cytotoxicity in KKLEB CF airway cells, primary screen, cytotoxicity control for CF NF-kB inhibitor project, cell-based, uHTS, fluorescence assay plates; KKLEB CF airway cells viability, ATPlite luminescence, overnight; hits give low values; cells stimulated with P. aeruginosa culture filtrate; activity change (cytotoxicity), % at 5 µM; actives 0.36% (n = 360,000);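 active = corrected activity change at or below -50% at 5 µM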
NCOA1 inh – SRC1 coactivator transcriptional activity inhibitors, primary screen, cell-based, luminescence. Nuclear receptor coactivator 1 (Homo sapiens), Q15788. HEK293 GAL4-SRC1 luciferase reporter. inhibition, % at 3.6 µM. actives 0.12% (n = 360,000);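 active = inhibition above the campaign mean plus 3 SD, with each screening campaign given its own cutoff, cut at about 60% in these data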;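 note: 0% = DMSO treated cells and 100% = gossypol at 36 µM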
TRAIL sens C8 – viability loss with TRAIL in NB7+C8 cells, primary screen, TRAIL sensitizer project, cell-based, ATPlite luminescence; AID 624354, 2012; actives 1% (n = 360,000); inhibition (viability loss, TRAIL sensitization), % at 10 µM;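 active = compounds causing at least 50% loss of cell viability in the single-dose screen, relative to plate controls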
TWEAK Fn14 block – inhibitors of TWEAK-Fn14 signaling, primary screen, luciferase reporter cells, uHTS. TWEAK-stimulated Fn14 reporter cells, luciferase luminescence, 8 h. inhibition, % at 10 µM. actives 2% (n = 360,000). AID 1159606, 2016; in the data active = inhibition above about 50%
Active calls of the source: *; ? = inconclusive; · = not tested or not shown. These rows are one share of the data; count on the stated rates, not on these rows.

SMILES | NR2F2 inh | Shn3 inh set2 | TROY NFkB inh | NCOA3 inh | LRH-1 inv ag | CF NFkB inh | LMP1 NFkB inh | KKLEB tox | NCOA1 inh | TRAIL sens C8 | TWEAK Fn14 block
CCCc1nc2c(=O)n(C)c(=O)[nH]c2n1CCC | -6 | 9 | -3 | -3 | 7 | 20 | -4 | -22 | -1 | 7 | -14
Cc1nn(C)c(C)c1C(C)NC(=O)c1ccc(OC2CCN(Cc3ccccn3)CC2)cc1 (stereo not given) | 21 | 14 | 8 | 21 | 24 | -3 | · | 13 | 14 | -6 | 3
O=C(CSc1nnc(NC(=O)c2ccccc2C(=O)O)s1)Nc1ccccc1Cl | -4 | 0 | 5 | 0 | -14 | -18 | -10 | 7 | -4 | -13 | -9
CNC(=S)NNC(=O)c1c(C)nc2cc(C)ccn12 | 0 | -11 | -4 | -8 | -1 | 3 | -1 | 1 | -61 | 3 | 2
COc1ccc(CCNC(=O)Nc2cccc([N+](=O)[O-])c2)cc1OC | -12 | 4 | -20 | 7 | 4 | -16 | -1 | 5 | 4 | -2 | 5
CC12CCC(=O)N1C(C(=O)Nc1nnc(SCc3ccccc3F)s1)CS2 (stereo not given) | -10 | -21 | -28 | -19 | 6 | 14 | -3 | -3 | -40 | -8 | -3
Cc1ccccc1CN1CCNC1=O | 7 | 10 | 2 | 19 | -7 | -5 | -4 | -4 | 7 | -8 | 15
O=[N+]([O-])c1cccc(N/N=C/c2cccc3ccccc23)c1 | -19 | -19 | -42 | -27 | -19 | -10 | -14 | -1 | -7 | 3 | -42
O=C(CCNC(=O)c1ccc(Br)cc1)Nc1nc2ccccc2[nH]1 | -8 | -13 | -4 | 1 | -10 | -6 | -7 | 3 | -8 | 11 | -8
Cc1cn([C@H]2C[C@H](O)[C@@H](CNCc3cc(Br)ccc3OCc3ccccc3)O2)c(=O)[nH]c1=O | 0 | 2 | -10 | -22 | -12 | -5 | -8 | 7 | 0 | -10 | -16
Clc1ccc(-c2nc3nc4ccccc4nc3n2Cc2ccco2)cc1 | -55 | -79 | -5 | -112 | -120 | -2 | -28 | 8 | -158 | 39 | 59*
CCN(CC)CCNC(=O)c1ccc(NS(=O)(=O)c2ccc3c(c2)OCCO3)cc1 | 2 | -8 | 17 | 9 | -19 | -4 | 17 | 11 | -34 | -8 | 3
O=C(/C=C/c1ccc2c(c1)OCO2)c1ccc(O)cc1O | -18 | -10 | -28 | -69 | -72 | 24 | 2 | 14 | -70 | 10 | 17
Oc1ccc(/C=N/Nc2nc(-c3ccccc3F)nc3ccccc23)c(O)c1 | -4 | ? | -21 | 8 | 25 | -5 | 10 | 9 | 3 | 60* | 31
Cc1c(C(=O)Nc2ccc3c(c2)CCC3)cccc1[N+](=O)[O-] | -25 | -90 | -48 | -50 | -96 | -5 | -31 | 5 | -62 | 0 | -28
O=C(CSc1nccc(=O)[nH]1)NC1CCCCCC1 | 4 | 6 | 2 | -7 | -1 | -26 | -3 | 12 | -13 | 7 | -28
Cc1cc(C)n2nc(C(=O)OCC(=O)Nc3ccc(C)c(S(=O)(=O)N(C)C)c3)nc2n1 | -7 | -5 | 18 | -14 | -13 | -1 | -6 | -1 | 0 | 26 | 0
O=C(CN1CCN(c2cccc(Cl)n2)CC1)N1CC(O)CO1 (stereo not given) | 4 | 4 | 5 | 9 | 1 | 24 | 0 | -12 | 5 | -3 | -18
CCCCSc1nc2c(c(=O)[nH]1)CCC2 | -2 | -14 | -5 | 12 | -5 | -11 | -3 | 9 | -2 | 6 | -4
O=C(Cn1cnc2c(nnn2Cc2ccc(F)cc2)c1=O)NC1CCCC1 | -9 | 11 | 9 | -15 | 3 | 1 | -3 | 4 | -2 | -15 | 7
O=C(Cn1ncc2c3ccccc3n(Cc3ccccc3)c2c1=O)NCCN1CCOCC1 | -3 | -2 | -10 | -16 | 14 | -19 | -4 | -8 | -1 | 1 | 8
Cc1cccc(NC(=O)NC2CC(=O)N(c3ccc4c(c3)OCCO4)C2)n1 (stereo not given) | 4 | 8 | -5 | -19 | -3 | 20 | 3 | 0 | -2 | -2 | -9
CC(C)Oc1ccc(CC(=O)NNC(=S)Nc2ccccc2)cc1 | -7 | -35 | -9 | 7 | 2 | -9 | -8 | 3 | -9 | 17 | -12
Cc1csc(NC(C)c2nc3cc(Cl)c(Cl)cc3n2CCCO)n1 (stereo not given) | -3 | -14 | -4 | 12 | 0 | -4 | 0 | -6 | -1 | 10 | 10
N#Cc1c(NC(=O)c2ccccc2Cl)n(Cc2ccccc2)c2nc3ccccc3nc12 | 25 | 7 | 65* | 6 | 3 | 29 | 11 | -43 | 3 | 14 | 86*

Next entries:
SMILES | NR2F2 inh | Shn3 inh set2 | TROY NFkB inh | NCOA3 inh | LRH-1 inv ag | CF NFkB inh | LMP1 NFkB inh | KKLEB tox | NCOA1 inh | TRAIL sens C8 | TWEAK Fn14 block
OCCN1CCN(c2nc(-c3ccccc3)nc3c2oc2ccccc23)CC1 | -6 | -22 | -8 | 6 | 22 | -30 | -22 | -1 | -5 | -1 | -47
O=C(O)c1ccc2c(c1)C(=O)N([C@H](Cc1cccc3ccccc13)C(=O)O)C2=O | 4 | -24 | 0 | -19 | -9 | 2 | · | 11 | 11 | 2 | -1
CCCS(=O)(=O)N1CCCC(C(=O)Oc2ccccc2Cl)C1 (stereo not given) | -14 | -12 | 13 | 3 | 15 | -21 | 2 | 8 | 10 | -1 | 12
O=C(NCCSc1ccccn1)c1ccc(Cl)cc1 | -31 | -49 | -19 | -73 | -152 | -15 | -8 | 0 | -139 | 1 | 43
CC(C)SC1=NC(C)(C)C=C(/C=C/c2ccc(Cl)cc2Cl)N1 | 9 | -8 | -14 | -5 | 9 | 16 | -28 | -20 | -7 | 19 | 28
COCCCn1c(SCC(N)=O)nnc1-c1ccccc1 | 1 | 4 | 9 | 8 | -1 | 6 | -11 | 7 | -9 | 3 | 8
CN(C(=O)COC(=O)/C=C/c1ccc(Cl)c(Cl)c1)c1c(N)n(Cc2ccccc2)c(=O)[nH]c1=O | -1 | 11 | 14 | -13 | 10 | 2 | 2 | -19 | 4 | 4 | 10
COc1ccc(C(=O)N/N=C/c2cccnc2)cc1 | -23 | -38 | -20 | -23 | -23 | 0 | 4 | 0 | -25 | 52* | 24
O=C(CN1CCc2ccccc2C1)Nc1ccc(Br)cc1 | -24 | -12 | -16 | -16 | -10 | -3 | -1 | 12 | -2 | -23 | -22
Cc1ccc(O)c(N=Cc2sc3ccccc3c2Cl)c1 | 8 | -17 | 28 | 12 | -18 | 0 | 12 | 7 | 3 | -6 | 31
CCCCN(C(=O)c1ccc2c(c1)OCO2)C1CCS(=O)(=O)C1 (stereo not given) | -15 | -1 | -3 | 7 | 11 | 0 | -1 | -3 | 1 | 0 | -5
Cc1c(C(=O)N2CCCCC2)c(S(=O)(=O)NCc2ccccc2Cl)c(C)n1C | -6 | 13 | 14 | 4 | 10 | 2 | -15 | -7 | 8 | -5 | 23
CCOc1ccc(NC(=O)CCC(=O)N/N=C/c2ccc([N+](=O)[O-])s2)cc1 | 7 | 29 | -14 | 4 | 18 | -1 | 5 | 0 | -22 | 9 | 10
Brc1ccc(-c2nnc(-c3ccccc3)o2)o1 | -52 | -116 | -47 | -74 | -153 | -13 | -15 | 11 | -85 | 18 | 2
COc1ccccc1C(c1nnnn1CCc1ccccc1)N1CCCCCC1 (stereo not given) | 20 | 46 | -4 | 17 | -15 | -10 | 14 | 13 | -13 | 2 | 4
CCN(CC)S(=O)(=O)c1ccc2c(c1)c(=O)c(C(=O)NCCc1ccc(OC)c(OC)c1)cn2C | 20 | 8 | -5 | -15 | -1 | -7 | 6 | 10 | -6 | -4 | -63
CCOC(=O)N/N=C/c1cccc(Cl)c1Cl | -20 | -30 | -49 | -32 | -37 | -8 | -11 | 11 | -35 | 14 | -10
Cc1nnsc1C(=O)Nc1cccc(Cl)c1 | 6 | -6 | -18 | 14 | 5 | -13 | -7 | 1 | 3 | -13 | -11
COc1ccc(OCCOC(=O)CCS(=O)(=O)c2ccc(C)cc2)cc1 | -10 | -8 | 8 | 3 | 7 | -3 | -2 | -1 | -9 | 4 | 15
CC(Nc1ccc(F)cc1F)C(=O)NC(=O)NC1CCCCC1 (stereo not given) | -15 | -17 | 11 | 14 | 6 | -9 | 1 | 8 | -10 | 0 | 6
O=c1c(-c2ccccc2)n[nH]c2ccccc12 | -45 | -93 | -47 | -55 | -130 | -24 | -20 | -4 | -112 | 14 | 16
COc1ccc(CCNC(=O)c2sc(=S)n(C)c2N)cc1 | 2 | -3 | 5 | 15 | -1 | 6 | 8 | -3 | 2 | 1 | -14
CC(=O)Nc1cc(C(=O)N(C)Cc2ccco2)ccc1Sc1ccc(Cl)cc1 | 3 | 15 | 19 | 13 | -11 | 3 | 2 | 4 | -2 | -18 | -19
Cc1ccc(S(=O)(=O)n2ccc3c(OCCOCCSCC(NC(=O)OC(C)(C)C)C(=O)O)cccc32)cc1 (stereo not given) | 28 | 13 | 33 | 9 | -4 | 1 | 6 | 6 | -1 | 16 | -7
CC(=O)c1ccc(NC(=O)CN2CCC(C(=O)c3ccc4c(c3)OCCO4)CC2)cc1 | 5 | -5 | 6 | 3 | 4 | -21 | -2 | 4 | -28 | 12 | 1
C/C(=N\NC(=S)NCCc1ccccc1)c1cccc(Br)c1 | -17 | -8 | -10 | 8 | 1 | -16 | -4 | 17 | 0 | -20 | -10
COc1ccccc1NS(=O)(=O)c1cccc(C(=O)N/N=C/c2cn(-c3ccccc3)nc2-c2ccccc2)c1 | 1 | -8 | -10 | -3 | -31 | -39 | -2 | 5 | -3 | 23 | 15
